Pf growth 96h: Primary qHTS for delayed death inhibitors of the malarial parasite plastid, 96 hour incubation. P. falciparum luciferase reporter growth, 96 h. Potency, µM (highest dose often 28.7 µM), for inactives: top-dose activity change, negative = inhibition, actives largely listed as inhibitors. 320,000 tested, 6.9% active; also: potency is read from the fitted curve at half-maximal effect; % is scaled to controls: 0 for no effect and ±100 for the full control effect
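Two parasite generations (96 h, 37 C, 5% CO2) of compound exposure in infected erythrocytes (0.05% parasitemia, 2% hematocrit). Luciferase-reporter P. falciparum; decreased luminescence indicates inhibited growth, aimed at apicoplast-acting delayed death.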
TbPYK inhibitor: qHTS of Trypanosoma Brucei Inhibitors. pyruvate kinase (Trypanosoma brucei), Q57TT1. TbPYK enzyme, Kinase-Glo Plus ATP luminescence, 45 min. Potency, µM (top dose mostly 76.8 µM), for the others: at the highest dose activity, negative = inhibition, usual class: inhibitors. 410,000 tested, 0.12% active. AID 624173, 2012; also: potency is read from the fitted curve at half-maximal effect; % is scaled to controls: 0 for no effect and ±100 for the full control effect; nearly all actives have a fitted effect of over 50% in size
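T. brucei PYK with substrate was exposed to pin-transferred compounds across a concentration series, then started with 130 uM ADP (final). After 45 min at room temperature, Kinase-Glo Plus luminescence was read, normalized and curve-fitted.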
AmpC inh no detg: qHTS Inhibitors of AmpC Beta-Lactamase (assay without detergent); P00811; AmpC nitrocefin hydrolysis, absorbance 480 nm, 0.0001% Triton; Potency, µM (titrated, usually from 57.1 µM), without a hit: at the top dose activity change, negative = inhibition, hits mostly inhibitors; 330,000 tested, 0.52% active;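 also: potency is read from the fitted curve at half-maximal effect; plate controls were no compound for no effect and no enzyme for full effect; nearly all actives have a fitted effect of over 20% in size; some results filed as inactive show a strong effect at the top dose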
Target sequence (P00811 whole entry, looked up): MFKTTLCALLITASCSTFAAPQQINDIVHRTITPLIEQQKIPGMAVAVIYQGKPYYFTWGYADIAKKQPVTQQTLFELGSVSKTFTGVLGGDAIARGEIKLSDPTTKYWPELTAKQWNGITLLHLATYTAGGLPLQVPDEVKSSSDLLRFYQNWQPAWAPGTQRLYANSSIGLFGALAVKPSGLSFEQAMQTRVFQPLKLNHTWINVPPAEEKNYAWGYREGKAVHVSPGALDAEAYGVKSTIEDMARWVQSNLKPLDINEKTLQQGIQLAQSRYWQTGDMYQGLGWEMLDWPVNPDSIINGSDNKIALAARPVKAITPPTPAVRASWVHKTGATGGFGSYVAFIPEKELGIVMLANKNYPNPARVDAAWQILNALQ
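AmpC (5.3 nM in the dispensed reagent) in 20 mM phosphate pH 7.0 with 0.01% (detergent screen) or 0.0001% Triton X-100 was preincubated with compounds for 15 min at room temperature. Nitrocefin was then added from an 800 uM solution, and hydrolysis was followed at 480 nm.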
CHX counter: Cycloheximide Counterscreen for Small Molecule Inhibitors of Shiga Toxin. cell reporter, cycloheximide protein synthesis inhibition counterscreen. max response, %. 300,000 tested, 12% active. AID 2314, 2010; in the data active = max response mostly above about 13%, no sharp cut-off; inactive = mostly below about 14%; also: read at 38.3 µM for the half of the compounds with a filed dose; 0% is about no effect
LmPK inh: qHTS Assay for Inhibitors of Leishmania Mexicana Pyruvate Kinase (LmPK); purified LmPK, Kinase-Glo ATP luminescence, 1 h; Potency, µM (titrated, usually from 57.5 µM), inactives show at the top dose activity change, negative = inhibition, usual class: inhibitors; 290,000 tested, 0.37% active; also: potency is read from the fitted curve at half-maximal effect; % is scaled to controls: 0 for no effect and ±100 for the full control effect
Target sequence (Q27686 whole entry, looked up): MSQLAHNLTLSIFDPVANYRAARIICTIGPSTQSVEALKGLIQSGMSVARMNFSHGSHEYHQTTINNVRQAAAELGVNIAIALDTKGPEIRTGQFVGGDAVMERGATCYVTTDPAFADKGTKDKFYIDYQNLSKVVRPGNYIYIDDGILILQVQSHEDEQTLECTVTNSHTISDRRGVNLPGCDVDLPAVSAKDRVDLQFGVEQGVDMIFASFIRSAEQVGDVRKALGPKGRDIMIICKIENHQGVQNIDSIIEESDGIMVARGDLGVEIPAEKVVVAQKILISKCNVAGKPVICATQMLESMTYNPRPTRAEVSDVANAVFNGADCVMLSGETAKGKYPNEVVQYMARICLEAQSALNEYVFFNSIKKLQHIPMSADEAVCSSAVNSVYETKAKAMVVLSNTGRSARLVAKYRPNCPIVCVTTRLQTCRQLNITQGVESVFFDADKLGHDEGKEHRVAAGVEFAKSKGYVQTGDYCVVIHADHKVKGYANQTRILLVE
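Purified LmPK (0.1 nM) converted ADP (0.1 mM) to ATP with PEP (0.5 mM) in imidazole buffer pH 7.2 with KCl and MgCl2, 1 h at room temperature. ATP was read by Kinase-Glo luminescence; data normalized to uninhibited and no-enzyme controls.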
Shiga toxin inh: A qHTS for Small Molecule Inhibitors of Shiga Toxin; Vero cells, Shiga toxin protein synthesis inhibition reporter; inhibition, % at 38.7 µM; 290,000 tested, 9.2% active; in the data active = inhibition mostly above about 28%, no sharp cut-off; inactive = mostly below about 43%; also: 0% is about no effect
Pf growth 48h: Primary qHTS for delayed death inhibitors of the malarial parasite plastid, 48 hour incubation | P. falciparum luciferase growth in erythrocytes, 48 h | Potency, µM (top dose mostly 28.7 µM), inactives show top-dose activity change, negative = inhibition, actives largely listed as inhibitors | 310,000 tested, 5.9% active | AID 504832, 2011; also: potency is read from the fitted curve at half-maximal effect; % is scaled to controls: 0 for no effect and ±100 for the full control effect
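First compound was added to culture medium, then infected red cells at 0.1% parasitemia and 2% hematocrit (final). After incubation at 37 C under 5% CO2, luciferase detection reagent was dispensed and light output recorded.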
Numbers without * were called inactive; [ ] = another dose, or the depositor's remark. Unless noted, calls follow the shape of the dose curve; as a rule, active = well fitted curve in the direction sought with a large enough effect; inconclusive = small, poorly fitted or top-dose-only effect, or another doubt; inactive = no such curve, though single readings can be large; an effect the other way counts as inactive or inconclusive.

`COc1ccccc1N1CCN(c2nc(C)cc(C)c2C#N)CC1` gave Pf growth 96h 8.3µM*, TbPYK inhibitor -7%, AmpC inh no detg 68%[activator], CHX counter -1, LmPK inh 2%, Shiga toxin inh 3 and Pf growth 48h 4%.
For CC1CN(c2ncc(/C=N/NC(=O)c3ccccc3O)s2)CC(C)O1 (stereo not drawn) the results were Pf growth 96h inconclusive, TbPYK inhibitor -1%, AmpC inh no detg -38%, CHX counter 16, LmPK inh 0%, Shiga toxin inh 1 and Pf growth 48h inconclusive.
Screening CC1CCCN(Cc2c(O)ccc3c(=O)c(-c4ccc(Cl)cc4)coc23)C1 (stereo not drawn) returned Pf growth 96h -10%, TbPYK inhibitor -4%, AmpC inh no detg -14%, CHX counter -1, LmPK inh 3%, Shiga toxin inh -2 and Pf growth 48h 1µM*.
`COc1ccc(OC)c(NC2c3ccccc3C(=O)N2Cc2ccc3c(c2)OCO3)c1` (stereo not drawn) gave Pf growth 96h inconclusive, TbPYK inhibitor inconclusive, AmpC inh no detg -8%, CHX counter -8, LmPK inh 3% and Shiga toxin inh -10.
For Oc1nc(Nc2ccc(F)cc2)sc1/C=C1\C=Nc2ccccc21 the results were Pf growth 96h inconclusive, TbPYK inhibitor -5%, AmpC inh no detg -47%, CHX counter 19, LmPK inh -4%, Shiga toxin inh 29 and Pf growth 48h 13µM*.
`Cc1ccc(Cl)cc1N1C(=O)CC(C)(C)CC1=O` gave Pf growth 96h 17%, TbPYK inhibitor 2%, AmpC inh no detg -7%, CHX counter -3, LmPK inh 1%, Shiga toxin inh -5 and Pf growth 48h 27%.
CC(NC(=O)c1cccc(Cl)c1)C1CC2CCC1C2 (stereo not drawn) was read as Pf growth 96h 6%, TbPYK inhibitor 1%, AmpC inh no detg -18%, CHX counter -5, LmPK inh 1%, Shiga toxin inh 11 and Pf growth 48h 8%.
For COc1ccccc1CC(=O)Nc1ccc(OC)c(OC)c1 the results were Pf growth 96h -7%, TbPYK inhibitor -8%, AmpC inh no detg -18%, CHX counter -2, LmPK inh 0%, Shiga toxin inh -2 and Pf growth 48h 16%.
`CCc1noc(C)c1C(=O)N1CCN(S(=O)(=O)c2ccc(C(C)C)cc2)CC1` gave Pf growth 96h 5%, TbPYK inhibitor -10%, AmpC inh no detg inconclusive and Pf growth 48h -5%.
For O=C(Nc1ccccc1C(=O)O)c1cccc(C(=O)Nc2ccccc2C(=O)O)c1 the results were Pf growth 96h 18%, TbPYK inhibitor -29%, AmpC inh no detg 23%, CHX counter 2, LmPK inh -1% and Pf growth 48h 52%[activator].
`CCOC(=O)c1cc(C)n(-c2ccc(Cl)cc2)c1C` gave Pf growth 96h inconclusive, TbPYK inhibitor -1%, AmpC inh no detg -14%, CHX counter 9, LmPK inh -3%, Shiga toxin inh 3 and Pf growth 48h inconclusive.
CCC(C)n1c(=N)c(C#N)cc2c(=O)n3cc(C)ccc3nc21 (stereo not drawn) was read as Pf growth 96h inconclusive, TbPYK inhibitor 1%, AmpC inh no detg -12%, CHX counter 7, LmPK inh -2%, Shiga toxin inh -22 and Pf growth 48h inconclusive.
`COc1ccc(Cl)cc1NC(=O)c1cccc(N2C(=O)C3CC=CCC3C2=O)c1` (stereo not drawn) gave Pf growth 96h inconclusive, TbPYK inhibitor -14%, AmpC inh no detg -2%, CHX counter -2, LmPK inh 8%, Shiga toxin inh -4 and Pf growth 48h 20%.
`CCCc1nc2ccccc2c(=O)n1/N=C/c1ccc(O)cc1` gave Pf growth 96h inconclusive, TbPYK inhibitor -2%, AmpC inh no detg -16%, CHX counter -2, LmPK inh 5%, Shiga toxin inh -14 and Pf growth 48h 12µM*.
Screening CCOc1ccc(NC(=O)CN(c2ccc(OC)cc2)S(C)(=O)=O)cc1 returned TbPYK inhibitor -12%, AmpC inh no detg 1%, CHX counter 98*, LmPK inh 8%, Shiga toxin inh 121* and Pf growth 48h 102%[activator].
O=C(NNC(=O)c1ccc(-c2ccccc2)cc1)Nc1ccccc1F was read as Pf growth 96h -11%, TbPYK inhibitor 9%, AmpC inh no detg -24%, CHX counter 12, LmPK inh 2%, Shiga toxin inh -15 and Pf growth 48h 29%.
For NC(=O)CN1C(=O)C2C3C=CC(C3)C2C1=O (stereo not drawn) the results were Pf growth 96h inconclusive, TbPYK inhibitor 2%, AmpC inh no detg 10%, CHX counter -6, LmPK inh 1%, Shiga toxin inh 33 and Pf growth 48h 0%.
CCO[C@@H]1OC(C(=O)N2CCN(Cc3ccccc3)CC2)=C[C@H](C)[C@H]1CCCO was read as Pf growth 96h inconclusive, TbPYK inhibitor 0%, AmpC inh no detg 98%[activator], CHX counter -1, LmPK inh -1%, Shiga toxin inh 2 and Pf growth 48h inconclusive.
`O=C(NC(=S)Nc1ccc(N2CCOCC2)cc1)c1cccc(Cl)c1Cl` gave Pf growth 96h 43%[activator], TbPYK inhibitor 2%, AmpC inh no detg -15%, CHX counter 1, LmPK inh 7%, Shiga toxin inh -5 and Pf growth 48h -5%.
`CCC(NC(=O)c1ccccc1NC(=O)c1ccco1)C(=O)NC1CCCCC1` (stereo not drawn) gave Pf growth 96h inconclusive, TbPYK inhibitor -5%, AmpC inh no detg -12%, CHX counter 22*, LmPK inh 6%, Shiga toxin inh -17 and Pf growth 48h inconclusive.
`CC(C)c1ccc(N2C(=O)CC(=O)NC2=O)cc1` gave Pf growth 96h -25%, TbPYK inhibitor -1%, AmpC inh no detg -40%, CHX counter 0, LmPK inh 1%, Shiga toxin inh -5 and Pf growth 48h 27%.
`O=C(CN(c1ccccc1)S(=O)(=O)c1ccc(Cl)cc1)Nc1cccnc1` gave Pf growth 96h 44%[activator], TbPYK inhibitor -3%, AmpC inh no detg -17%, CHX counter -5, LmPK inh -1%, Shiga toxin inh -5 and Pf growth 48h 7%.
Cc1c(=O)n(OCc2ccccn2)c2ccccc2[n+]1[O-] was read as Pf growth 96h -9%, TbPYK inhibitor 0%, AmpC inh no detg -7%, CHX counter 0, LmPK inh 7%, Shiga toxin inh 41 and Pf growth 48h 3%.
Screening CC(C)CC(=O)Nc1cc2c3c(c1)CCN3C(=O)CC2 returned Pf growth 96h -22%, TbPYK inhibitor 3%, AmpC inh no detg -14%, CHX counter 0, LmPK inh -5%, Shiga toxin inh 8 and Pf growth 48h 9%.
For COc1ccc(NC(=O)COc2ccc(-c3ccccc3)cc2)cc1 the results were Pf growth 96h -15%, TbPYK inhibitor -2%, AmpC inh no detg -16% and Pf growth 48h -6%.
`CCOC(=O)/C(=C\c1ccc(OC)c(OC)c1)C(=O)c1cccnc1` gave Pf growth 96h -7%, TbPYK inhibitor -14%, AmpC inh no detg 8%, CHX counter 0, LmPK inh -3%, Shiga toxin inh 1 and Pf growth 48h -19%.
For CSc1nc2c(cc1C#N)C(=O)CC(C)(C)C2 the results were Pf growth 96h inconclusive, TbPYK inhibitor 2%, AmpC inh no detg -14%, CHX counter 10, LmPK inh 2%, Shiga toxin inh 21 and Pf growth 48h -7%.
For CN(Cc1ccon1)C(=O)CC1C(=O)NCCN1Cc1cccc(F)c1F (stereo not drawn) the results were Pf growth 96h inconclusive, TbPYK inhibitor -10%, AmpC inh no detg 0%, CHX counter -3, LmPK inh -10%, Shiga toxin inh -23 and Pf growth 48h 20%.
`Cc1nnc(N2C(=O)c3cccc4cccc(c34)C2=O)s1` gave Pf growth 96h 30%[activator], TbPYK inhibitor 0%, AmpC inh no detg -5%, CHX counter 4, LmPK inh -4% and Shiga toxin inh -9.
C=C1CCN([C@H](C(=O)OCc2cccc(C)c2)C(C)C)S(=O)(=O)c2ccccc21 was read as Pf growth 96h inconclusive, TbPYK inhibitor 2%, AmpC inh no detg -30%, CHX counter -6, LmPK inh 2%, Shiga toxin inh 21 and Pf growth 48h inconclusive.
`COCc1cccc(C2=CC(=O)C[C@H](c3ccc(OC)cc3)C2)c1` gave Pf growth 96h 29%, TbPYK inhibitor 0%, AmpC inh no detg 14% and Pf growth 48h -2%.
`Cc1nn(Cc2c(Cl)cccc2Cl)c(C)c1N` gave Pf growth 96h inconclusive, TbPYK inhibitor 2%, AmpC inh no detg -6%, CHX counter -2, LmPK inh 7%, Shiga toxin inh 4 and Pf growth 48h 1%.
`COC(=O)c1ccc(CSc2n[nH]c(C)n2)o1` gave Pf growth 96h 39%, TbPYK inhibitor -4%, AmpC inh no detg -6%, CHX counter 11, LmPK inh -3%, Shiga toxin inh -4 and Pf growth 48h -7%.
CC(=O)CSc1nnc(C(F)(F)F)n1C was read as Pf growth 96h 9%, TbPYK inhibitor -17%, AmpC inh no detg -12%, CHX counter 1, LmPK inh 0%, Shiga toxin inh -4 and Pf growth 48h 9%.
`COc1ccc(-c2noc(COc3ccc(C)c(C)c3)n2)cc1OC` gave Pf growth 96h 5%, TbPYK inhibitor 8%, AmpC inh no detg 44%, CHX counter 10, LmPK inh 0%, Shiga toxin inh -3 and Pf growth 48h 8%.
For CSc1ccc(S(=O)(=O)NCC(=O)OCC(=O)N2CCC(C)CC2)cc1[N+](=O)[O-] the results were Pf growth 96h 1%, TbPYK inhibitor -4%, AmpC inh no detg 18% and Pf growth 48h inconclusive.
Cc1cc(C(=O)CN2C(=O)NC(c3ccccc3)(c3ccccc3)C2=O)c(C)n1Cc1ccccc1 was read as Pf growth 96h 8.3µM*, TbPYK inhibitor -5%, AmpC inh no detg -11%, CHX counter 1, LmPK inh -4%, Shiga toxin inh 26 and Pf growth 48h inconclusive.
Screening O=C(COC(=O)c1ccc(Cl)nc1)Nc1ccc2ccccc2c1 returned Pf growth 96h 53%[activator], TbPYK inhibitor -1%, AmpC inh no detg -15% and Pf growth 48h 32%[activator].

An excerpt from above in order of length of the SMILES, lowest first:
`COC(=O)c1ccc(CSc2n[nH]c(C)n2)o1` gave Pf growth 96h 39%, TbPYK inhibitor -4%, AmpC inh no detg -6%, CHX counter 11, LmPK inh -3%, Shiga toxin inh -4 and Pf growth 48h -7%.
For CN(Cc1ccon1)C(=O)CC1C(=O)NCCN1Cc1cccc(F)c1F (stereo not drawn) the results were Pf growth 96h inconclusive, TbPYK inhibitor -10%, AmpC inh no detg 0%, CHX counter -3, LmPK inh -10%, Shiga toxin inh -23 and Pf growth 48h 20%.
C=C1CCN([C@H](C(=O)OCc2cccc(C)c2)C(C)C)S(=O)(=O)c2ccccc21 was read as Pf growth 96h inconclusive, TbPYK inhibitor 2%, AmpC inh no detg -30%, CHX counter -6, LmPK inh 2%, Shiga toxin inh 21 and Pf growth 48h inconclusive.
For CSc1ccc(S(=O)(=O)NCC(=O)OCC(=O)N2CCC(C)CC2)cc1[N+](=O)[O-] the results were Pf growth 96h 1%, TbPYK inhibitor -4%, AmpC inh no detg 18% and Pf growth 48h inconclusive.
